GASC-1 inh: human JMJD2C demethylase inhibition | inhibition, % at 2.35 µM | hit rate 0.069% among 330,000 | GST-JMJD2C(1-420) H3K9me3 demethylation, DELFIA europium;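 active means more than half of a compound's replicate wells show inhibition beyond 50%, single wells judged on their own value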;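 further: signal counts dimethyl H3K9 product captured on neutravidin plate; 0% = median of DMSO wells and 100% = 0.3 times that DMSO median; strong numbers were not always called active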
RPL19A-GFP yeast: yeast TOR pathway RPL19A-GFP modulation; hit rate 0.3% among 330,000; S. cerevisiae RPL19A-GFP strain, flow cytometry, 3 h; hits give low values; percent response vs DMSO, % at 10 µM;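 active means percent response vs DMSO below 50%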;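 further: median channel GFP fluorescence of the barcoded RPL19A-GFP strain; ratio of sample median GFP to plate DMSO average so 100% = DMSO; lower means less RPL19A-GFP as with rapamycin TOR inhibition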
AGP1 TOR yeast: alters AGP1-GFP fluorescence in TOR pathway yeast screen. S. cerevisiae AGP1-GFP multiplex flow cytometry, 3 h; GFP as percent of DMSO wells. GFP response vs DMSO, % at 10 µM. hit rate 0.02% among 320,000. AID 2066;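 active means GFP response relative to DMSO above a set limit, near screen average plus 3 SD, cut at about 150% in these data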;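 further: median GFP channel fluorescence of the gated AGP1 strain per well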
GRK2 aptamer HTS: human GRK2 inhibition via aptamer displacement; inhibition of aptamer binding, % at 10 µM; P25098; bead flow cytometry, FAM-aptamer displacement from GRK2; hit rate 0.59% among 330,000;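 active means inhibition of aptamer binding above 40%, roughly 3 SD of noise, on plates passing a quality check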;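 further: median bead fluorescence of bound FAM aptamer so fluorescent compounds give negative values; no value below 0 was filed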
CIT2 TOR yeast: alters CIT2-GFP fluorescence in TOR pathway yeast screen. S. cerevisiae CIT2-GFP strain, flow cytometry, 3 h; 100 means same as DMSO wells. hit rate 0.065% among 320,000. GFP response vs DMSO, % at 10 µM. AID 2029;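 active means GFP response relative to DMSO above a set limit, near the screen mean plus 3 SD, cut at about 150% in these data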;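 further: ratio of well median GFP fluorescence to mean of DMSO wells on the plate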
MEP2-GFP yeast: modulators of TOR pathway MEP2-GFP in S. cerevisiae. GFP response vs DMSO, % at 10 µM. hit rate 0.51% among 330,000. S. cerevisiae MEP2-GFP strain, flow cytometry GFP, 3 h; 100% = DMSO control level;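 active means GFP response versus DMSO above a set limit, roughly screen mean plus 3 SD, cut at about 180% in these data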;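 further: median GFP fluorescence of the barcode-gated MEP2-GFP cells per well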
VLA-4 inh: inhibition in a human VLA-4 binding assay; P13612; VLA-4 expressing cells, ligand binding flow cytometry; inhibition, % (about 7 µM as worked out from the volumes in the protocol); hit rate 0.2% among 330,000; in the data active means inhibition above about 50%
Target sequence (P13612 whole entry, looked up): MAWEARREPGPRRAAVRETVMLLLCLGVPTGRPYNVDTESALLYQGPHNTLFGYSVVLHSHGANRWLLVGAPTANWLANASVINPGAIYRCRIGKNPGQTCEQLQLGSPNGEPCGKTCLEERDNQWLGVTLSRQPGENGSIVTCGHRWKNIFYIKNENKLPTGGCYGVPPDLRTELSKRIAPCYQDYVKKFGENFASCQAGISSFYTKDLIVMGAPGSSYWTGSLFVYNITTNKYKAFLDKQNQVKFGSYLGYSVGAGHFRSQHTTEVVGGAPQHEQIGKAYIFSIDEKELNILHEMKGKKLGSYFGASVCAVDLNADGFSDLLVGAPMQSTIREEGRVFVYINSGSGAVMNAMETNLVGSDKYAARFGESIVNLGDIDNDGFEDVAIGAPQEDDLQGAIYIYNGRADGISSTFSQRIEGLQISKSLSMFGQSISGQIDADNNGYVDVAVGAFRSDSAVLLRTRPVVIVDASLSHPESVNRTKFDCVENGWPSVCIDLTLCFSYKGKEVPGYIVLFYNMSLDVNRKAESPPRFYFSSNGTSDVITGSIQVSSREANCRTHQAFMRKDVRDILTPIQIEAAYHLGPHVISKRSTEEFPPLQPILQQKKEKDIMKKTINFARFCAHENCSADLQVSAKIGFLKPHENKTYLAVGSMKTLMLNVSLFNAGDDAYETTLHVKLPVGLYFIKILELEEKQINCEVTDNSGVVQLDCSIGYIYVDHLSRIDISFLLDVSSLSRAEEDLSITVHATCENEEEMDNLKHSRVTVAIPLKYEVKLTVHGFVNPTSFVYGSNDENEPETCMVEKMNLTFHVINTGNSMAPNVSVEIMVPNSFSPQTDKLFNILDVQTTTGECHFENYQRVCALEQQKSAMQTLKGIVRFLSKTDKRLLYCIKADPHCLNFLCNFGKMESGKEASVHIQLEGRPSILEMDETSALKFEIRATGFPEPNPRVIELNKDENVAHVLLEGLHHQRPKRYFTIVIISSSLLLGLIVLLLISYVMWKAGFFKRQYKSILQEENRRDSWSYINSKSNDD
LAP4 TOR yeast: modulators of TOR pathway LAP4-GFP in S. cerevisiae; S. cerevisiae LAP4-GFP multiplex, flow cytometry GFP, 3 h; median GFP as percent of DMSO wells; GFP response vs DMSO, % at 10 µM; hit rate 0.34% among 320,000; AID 2023;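 active means GFP response vs DMSO above a set limit, about the screen mean plus 3 SD, cut at about 150% in these data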
Starred values were filed as active, the others as inactive.

Cc1c(C)c2cc(Cl)c(OCc3nn[nH]n3)cc2oc1=O was read as GASC-1 inh 10, RPL19A-GFP yeast 94, AGP1 TOR yeast 96, GRK2 aptamer HTS 1, CIT2 TOR yeast 102, MEP2-GFP yeast 107, VLA-4 inh 20 and LAP4 TOR yeast 100.
Screening COc1ccc(N(C)S(=O)(=O)c2cccc(C(=O)OC(C(=O)Nc3cc(C)cc(C)c3)c3ccccc3)c2)cc1 (centres undefined) returned GASC-1 inh 2, RPL19A-GFP yeast 96, AGP1 TOR yeast 96, GRK2 aptamer HTS 21, CIT2 TOR yeast 99, MEP2-GFP yeast 105, VLA-4 inh -6 and LAP4 TOR yeast 83.
O=C(O)C1CCCN(C(=O)c2cccc3ccccc23)C1 (centres undefined) was read as GASC-1 inh -3, RPL19A-GFP yeast 101, AGP1 TOR yeast 104, GRK2 aptamer HTS 0, CIT2 TOR yeast 104, MEP2-GFP yeast 102, VLA-4 inh 9 and LAP4 TOR yeast 113.
`COc1ccc(CCC(C)NCc2ccc(F)cc2)cc1` (centres undefined) gave GASC-1 inh -21, RPL19A-GFP yeast 100, AGP1 TOR yeast 96, GRK2 aptamer HTS 2, CIT2 TOR yeast 97, MEP2-GFP yeast 101, VLA-4 inh 9 and LAP4 TOR yeast 90.
`O=S(Cc1ccc(Br)cc1)Cc1nnc(SCc2ccc(Cl)cc2)n1-c1ccccc1` (centres undefined) gave GASC-1 inh 8, RPL19A-GFP yeast 102, AGP1 TOR yeast 107, GRK2 aptamer HTS 0, CIT2 TOR yeast 106, MEP2-GFP yeast 102, VLA-4 inh -8 and LAP4 TOR yeast 100.
CCN(CC)CCCNC(=S)N1CCn2c(nc3ccccc32)C1 was read as GASC-1 inh -8, RPL19A-GFP yeast 103, AGP1 TOR yeast 104, GRK2 aptamer HTS 3, CIT2 TOR yeast 113, MEP2-GFP yeast 105, VLA-4 inh -42 and LAP4 TOR yeast 98.
O=C(NNS(=O)(=O)c1ccccc1)c1cccc(F)c1 was read as GASC-1 inh 2, RPL19A-GFP yeast 96, AGP1 TOR yeast 91, GRK2 aptamer HTS 0, CIT2 TOR yeast 99, MEP2-GFP yeast 102, VLA-4 inh 0 and LAP4 TOR yeast 87.
Screening CCCN(CC(=O)Nc1ccccc1C)C(=O)c1ccc(C2SCCS2)cc1 returned GASC-1 inh 4, RPL19A-GFP yeast 103, AGP1 TOR yeast 114, GRK2 aptamer HTS 0, CIT2 TOR yeast 101, MEP2-GFP yeast 106, VLA-4 inh 13 and LAP4 TOR yeast 111.
COC(=O)Cc1c(C)nc2nc(NCc3ccccc3OC)[nH]n2c1=O was read as GASC-1 inh 2, RPL19A-GFP yeast 87, AGP1 TOR yeast 106, GRK2 aptamer HTS 4, CIT2 TOR yeast 108, MEP2-GFP yeast 106, VLA-4 inh -1 and LAP4 TOR yeast 102.
Screening O=C(c1ccco1)c1cc2c(ccc3ccccc32)oc1=O returned GASC-1 inh 1, RPL19A-GFP yeast 104, AGP1 TOR yeast 96, GRK2 aptamer HTS 0, CIT2 TOR yeast 110, MEP2-GFP yeast 107, VLA-4 inh 15 and LAP4 TOR yeast 87.
Screening Cc1ccc(Cn2nnnc2CN2CCC(NC(=O)C(C)(C)C)CC2)cc1 returned GASC-1 inh -1, RPL19A-GFP yeast 107, AGP1 TOR yeast 102, GRK2 aptamer HTS 1, CIT2 TOR yeast 103, MEP2-GFP yeast 112, VLA-4 inh -6 and LAP4 TOR yeast 100.
O=C(Nc1nnc(-c2ccccc2F)s1)Nc1ccccc1F was read as GASC-1 inh 0, RPL19A-GFP yeast 113, AGP1 TOR yeast 106, GRK2 aptamer HTS 0, CIT2 TOR yeast 107, MEP2-GFP yeast 111, VLA-4 inh 2 and LAP4 TOR yeast 96.
CC(C)(CO)NS(=O)(=O)c1ccc2c(c1)Cc1cc(S(=O)(=O)NC(C)(C)CO)ccc1-2 was read as GASC-1 inh 4, RPL19A-GFP yeast 97, AGP1 TOR yeast 93, GRK2 aptamer HTS 0, CIT2 TOR yeast 103, MEP2-GFP yeast 104, VLA-4 inh 25 and LAP4 TOR yeast 81.
For Cc1ccc(-n2cnc3c(sc4nccc(N(C)C)c43)c2=O)cc1 the results were GASC-1 inh -9, RPL19A-GFP yeast 95, GRK2 aptamer HTS 5, CIT2 TOR yeast 96, MEP2-GFP yeast 96, VLA-4 inh 30 and LAP4 TOR yeast 94.
For Cn1c(N)c(C(=O)c2ccc(F)cc2F)c(=O)n(C)c1=O the results were GASC-1 inh -13, RPL19A-GFP yeast 106, AGP1 TOR yeast 103, GRK2 aptamer HTS 0, CIT2 TOR yeast 102, MEP2-GFP yeast 103, VLA-4 inh 6 and LAP4 TOR yeast 97.
For CC(OC(=O)CCOc1ccccc1)C(=O)Nc1ccc(Cl)cn1 (centres undefined) the results were GASC-1 inh 7, RPL19A-GFP yeast 101, AGP1 TOR yeast 94, GRK2 aptamer HTS 4, CIT2 TOR yeast 92, MEP2-GFP yeast 93, VLA-4 inh 1 and LAP4 TOR yeast 97.
For COCCN(C(=O)CN1CCc2ccccc21)c1c(N)n(Cc2ccccc2)c(=O)[nH]c1=O the results were GASC-1 inh 7, RPL19A-GFP yeast 97, AGP1 TOR yeast 97, GRK2 aptamer HTS 0, CIT2 TOR yeast 103, MEP2-GFP yeast 104, VLA-4 inh -4 and LAP4 TOR yeast 99.
COc1ccc(Cl)cc1NC(=O)CN(C)C(C)C(=O)NC(=O)NC1CCCCC1 (centres undefined) was read as GASC-1 inh 0, RPL19A-GFP yeast 102, AGP1 TOR yeast 106, GRK2 aptamer HTS 3, CIT2 TOR yeast 104, MEP2-GFP yeast 98, VLA-4 inh -8 and LAP4 TOR yeast 107.
Screening Cc1cc(C)c(S(=O)(=O)Nc2ccc3[nH]c(=O)[nH]c3c2)c(C)c1 returned GASC-1 inh -14, RPL19A-GFP yeast 94, AGP1 TOR yeast 100, GRK2 aptamer HTS 3, CIT2 TOR yeast 105, MEP2-GFP yeast 100, VLA-4 inh 19 and LAP4 TOR yeast 100.
Cc1ccc(CCC(=O)Nc2nccs2)o1 was read as GASC-1 inh -1, RPL19A-GFP yeast 93, AGP1 TOR yeast 97, GRK2 aptamer HTS 0, CIT2 TOR yeast 93, MEP2-GFP yeast 97, VLA-4 inh -4 and LAP4 TOR yeast 94.
O=C(CCN1CCOCC1)c1ccc(N2CCCCC2)cc1 was read as GASC-1 inh 16, RPL19A-GFP yeast 92, AGP1 TOR yeast 103, GRK2 aptamer HTS 0, CIT2 TOR yeast 98, MEP2-GFP yeast 94, VLA-4 inh 35 and LAP4 TOR yeast 112.
`CCCCS(=O)(=O)NC1=NCN(CC)CN1` gave GASC-1 inh 2, RPL19A-GFP yeast 99, AGP1 TOR yeast 99, GRK2 aptamer HTS 1, CIT2 TOR yeast 106, MEP2-GFP yeast 102, VLA-4 inh -9 and LAP4 TOR yeast 105.
Screening CN1CCN(C(=O)c2ccc3c(c2)N(Cc2ccccc2F)C(=O)c2ccccc2S3=O)CC1 (centres undefined) returned GASC-1 inh -8, RPL19A-GFP yeast 93, AGP1 TOR yeast 91, GRK2 aptamer HTS 0, CIT2 TOR yeast 91, MEP2-GFP yeast 95, VLA-4 inh 13 and LAP4 TOR yeast 91.
`Cc1cccc(-c2nnc(SCC#N)n2-c2cccc(Cl)c2)c1` gave GASC-1 inh 5, RPL19A-GFP yeast 103, AGP1 TOR yeast 105, GRK2 aptamer HTS 0, CIT2 TOR yeast 97, MEP2-GFP yeast 103, VLA-4 inh 14 and LAP4 TOR yeast 98.
COc1cccc(C(=O)N2CCOCC2)c1OC was read as GASC-1 inh 18, RPL19A-GFP yeast 98, AGP1 TOR yeast 101, GRK2 aptamer HTS 0, CIT2 TOR yeast 96, MEP2-GFP yeast 94, VLA-4 inh 14 and LAP4 TOR yeast 101.
For COc1cc(OC)cc(-c2c(-c3cccs3)c3cc(Br)ccc3n2C)c1 the results were GASC-1 inh 0, RPL19A-GFP yeast 89, AGP1 TOR yeast 89, GRK2 aptamer HTS 0, CIT2 TOR yeast 84, MEP2-GFP yeast 91, VLA-4 inh 16 and LAP4 TOR yeast 90.
Cc1cccc(OCC(=O)NC(=S)Nc2ccccc2N2CCOCC2)c1 was read as GASC-1 inh 23, RPL19A-GFP yeast 96, AGP1 TOR yeast 117, GRK2 aptamer HTS 0, CIT2 TOR yeast 92, MEP2-GFP yeast 100, VLA-4 inh 23 and LAP4 TOR yeast 105.
O=C(O)CCc1ncc(C(F)(F)F)cc1Cl was read as GASC-1 inh -7, RPL19A-GFP yeast 100, AGP1 TOR yeast 106, GRK2 aptamer HTS 1, CIT2 TOR yeast 96, MEP2-GFP yeast 99, VLA-4 inh 9 and LAP4 TOR yeast 101.
For CCNc1nc2ccccc2[nH]1 the results were GASC-1 inh -4, RPL19A-GFP yeast 97, AGP1 TOR yeast 101, GRK2 aptamer HTS 1, CIT2 TOR yeast 104, MEP2-GFP yeast 102, VLA-4 inh -3 and LAP4 TOR yeast 98.
`O=C1CC(C(F)(F)C(F)(F)C(F)(F)C(F)F)=Nc2ccccc2N1` gave GASC-1 inh 9, RPL19A-GFP yeast 92, AGP1 TOR yeast 88, GRK2 aptamer HTS 0, MEP2-GFP yeast 93, VLA-4 inh 11 and LAP4 TOR yeast 91.
Screening O=C(COC(=O)C1CCC1)NCc1ccc(F)cc1 returned GASC-1 inh -1, RPL19A-GFP yeast 98, AGP1 TOR yeast 107, GRK2 aptamer HTS 3, CIT2 TOR yeast 91, MEP2-GFP yeast 97, VLA-4 inh -18 and LAP4 TOR yeast 108.
`Cc1cc(C(=O)NN=C(Cc2ccccc2)Cc2ccccc2)c(C)o1` gave GASC-1 inh 0, RPL19A-GFP yeast 103, AGP1 TOR yeast 103, GRK2 aptamer HTS 1, CIT2 TOR yeast 112, MEP2-GFP yeast 115, VLA-4 inh -13 and LAP4 TOR yeast 104.
For Cc1cccc(NC(=O)c2cc(=O)[nH]c3ccccc23)c1 the results were GASC-1 inh -1, RPL19A-GFP yeast 100, AGP1 TOR yeast 97, GRK2 aptamer HTS 2, CIT2 TOR yeast 97, MEP2-GFP yeast 104, VLA-4 inh 6 and LAP4 TOR yeast 95.
For COc1ccc(-c2nc(N)ncc2-c2csc(C)n2)c(O)c1 the results were GASC-1 inh -8, RPL19A-GFP yeast 102, AGP1 TOR yeast 97, GRK2 aptamer HTS 1, CIT2 TOR yeast 95, MEP2-GFP yeast 111, VLA-4 inh -6 and LAP4 TOR yeast 104.
For CCOC(=O)NC(=O)c1cn(-c2ccc(OC)cc2)c(=O)[nH]c1=O the results were GASC-1 inh -14, RPL19A-GFP yeast 86, AGP1 TOR yeast 103, GRK2 aptamer HTS 10, CIT2 TOR yeast 101, MEP2-GFP yeast 94, VLA-4 inh 3 and LAP4 TOR yeast 107.
CCn1c(SCC(=O)Nc2ccc(C)cc2)nnc1-c1ccc(O)cc1 was read as GASC-1 inh 7, RPL19A-GFP yeast 103, AGP1 TOR yeast 108, GRK2 aptamer HTS 0, CIT2 TOR yeast 102, MEP2-GFP yeast 118, VLA-4 inh -3 and LAP4 TOR yeast 100.
Screening CC(C)c1ccc(NC(=O)c2snc3ccc(Cl)cc23)cc1 returned GASC-1 inh -16, RPL19A-GFP yeast 106, AGP1 TOR yeast 99, GRK2 aptamer HTS 1, CIT2 TOR yeast 104, MEP2-GFP yeast 103, VLA-4 inh 18 and LAP4 TOR yeast 92.
Screening O=C(CNS(=O)(=O)c1c(Cl)cccc1Cl)OCC(=O)c1ccc[nH]1 returned GASC-1 inh 4, RPL19A-GFP yeast 98, AGP1 TOR yeast 103, GRK2 aptamer HTS 1, CIT2 TOR yeast 99, MEP2-GFP yeast 102, VLA-4 inh 6 and LAP4 TOR yeast 100.

Assay outcomes as filed in PubChem.
